High-throughput results as filed in PubChem.
RAM network inh: inhibitors of the yeast RAM network | S. cerevisiae dse1pr::URA3 reporter, 5-FOA growth OD615, 2 d; analog-sensitive cbk1-as2 kinase mutant strain | inhibition, % at 50 µM | 1.8% of 190,000 active | AID 868;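 active means inhibition above a set limit, 3 SD over mean compound inhibition, cut at about 8.4% in these data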;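 further: 0% = DMSO-only wells with no growth and 100% = 10 µM 1-NA-PP1 full growth; inhibition rescues growth on 5-FOA so higher OD means more RAM inhibition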
TNAP inh no acc: inhibitors of human TNAP without phosphate acceptor; inhibition, % at 20 µM; purified TNAP, CDP-star luminescence, 30 min; 0.26% of 200,000 active; AID 1012;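 active means tissue-nonspecific alkaline phosphatase inhibition above about 50% at 20 µM in the single-dose screen, limit read from the data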;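 further: 0% = DMSO negative control and 100% = EDTA positive control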
Target sequence (P05186 whole entry, looked up): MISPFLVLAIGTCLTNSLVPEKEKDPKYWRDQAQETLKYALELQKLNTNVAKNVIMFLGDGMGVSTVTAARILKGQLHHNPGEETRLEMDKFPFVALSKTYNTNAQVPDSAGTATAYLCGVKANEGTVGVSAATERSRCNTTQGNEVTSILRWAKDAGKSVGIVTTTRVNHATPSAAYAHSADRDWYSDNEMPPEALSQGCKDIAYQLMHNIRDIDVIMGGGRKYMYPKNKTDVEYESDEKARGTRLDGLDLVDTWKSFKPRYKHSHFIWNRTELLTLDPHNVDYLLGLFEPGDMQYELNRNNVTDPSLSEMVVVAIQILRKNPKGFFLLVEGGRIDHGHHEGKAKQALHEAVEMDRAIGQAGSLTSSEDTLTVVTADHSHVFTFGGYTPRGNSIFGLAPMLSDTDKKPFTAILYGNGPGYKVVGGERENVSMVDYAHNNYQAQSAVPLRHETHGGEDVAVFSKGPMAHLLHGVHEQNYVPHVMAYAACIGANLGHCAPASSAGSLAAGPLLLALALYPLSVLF
Lmaj promast: Leishmania major promastigote growth inhibition; AID 1063; 9% of 200,000 active; Leishmania major promastigotes, resazurin fluorescence viability; inhibition, % at 10 µM; in the data active means inhibition above about 50%;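 further: promastigotes grown with compound for 44 hours at 28 °C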
FLuc stim CS: affects firefly luciferase, flagging false hits in luciferase stimulation screens; P08659; ATPlite luciferase biochemical, luminescence, 10 min; 0 = ATP-free wells, 1 = DMSO control; activation factor at 10 µM; 200,000 tested, under 10 active; AID 1027;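 active means luciferase activation factor, scaled between plate controls, of at least 2 with compound at 10 µM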
Target sequence (P08659 whole entry, looked up): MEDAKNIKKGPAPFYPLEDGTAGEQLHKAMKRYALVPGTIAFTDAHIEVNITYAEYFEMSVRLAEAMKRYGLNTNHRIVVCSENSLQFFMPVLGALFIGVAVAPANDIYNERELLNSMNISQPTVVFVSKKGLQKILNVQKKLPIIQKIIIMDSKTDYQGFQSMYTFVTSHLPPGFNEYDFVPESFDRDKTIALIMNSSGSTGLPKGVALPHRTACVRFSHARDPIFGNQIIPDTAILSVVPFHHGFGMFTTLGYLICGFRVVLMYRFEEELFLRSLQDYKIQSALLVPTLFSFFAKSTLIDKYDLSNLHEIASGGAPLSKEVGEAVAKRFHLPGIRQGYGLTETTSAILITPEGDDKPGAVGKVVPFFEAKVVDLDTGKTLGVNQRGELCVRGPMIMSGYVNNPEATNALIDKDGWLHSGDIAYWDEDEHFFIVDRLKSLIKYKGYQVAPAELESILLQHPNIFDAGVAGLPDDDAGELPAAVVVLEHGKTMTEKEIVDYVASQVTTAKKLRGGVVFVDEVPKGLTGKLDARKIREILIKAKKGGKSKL
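test system = cell-free luciferase reagent | medium = PBS as buffer for the ATP substrate | dosing = test compounds dosed from 2 mM stocks in 100% DMSO | incubation = 10 min at ambient temperature | detection = luminescence measurement of luciferase light output | benchmarks = low control with PBS replacing ATP, high control enzyme plus ATP without compound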
APP 5UTR inh: APP translation inhibition; SH-SY5Y APP 5'UTR-luciferase reporter, luminescence; AID 1285; 0.82% of 190,000 active; inhibition, % at 2 µM;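 active means inhibition above a set limit, derived from the sample mean plus 3 SD, cut at about 45% in these data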; further: values of inactives mirror those of a sister screen read the other way
bIAP activator: intestinal alkaline phosphatase (bovine) activation. 0.17% of 200,000 active. AID 1016. purified bovine IAP, CDP-star luminescence, 30 min; active compounds read high; fold of DMSO-control signal, blank-subtracted. activation factor at 20 µM;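 active means activation factor of 2 or more at 20 µM, a signal rise over negative controls twice the positive control's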
TNAP inh hi DEA: blocks human TNAP under high phosphate acceptor concentration; P05186; purified TNAP, CDP-star luminescence, 1 M DEA; inhibition, % at 20 µM; 0.03% of 200,000 active;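 active means over 50% inhibition of tissue-nonspecific alkaline phosphatase at 20 µM in the single-dose screen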;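 further: plate controls were DMSO wells for no effect and EDTA-quenched wells as full inhibition for full effect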
bIAP inh: blocks bovine intestinal alkaline phosphatase activity; 190,000 tested, under 10 active; purified bovine IAP, CDP-star luminescence, 30 min; inhibition, % at 20 µM; AID 1019;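 active means over 50% inhibition of intestinal alkaline phosphatase at 20 µM in the single-dose screen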
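System: purified bovine intestinal alkaline phosphatase (IAP) enzyme; Input: IAP diluted 1/65,000,000 in the well; Measured by: CDP-star luminescence signal; Compound dosing: 20 µM single dose; Incubation: 30 min reaction at room temperature.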
TNAP act hi DEA: increases human TNAP activity under high phosphate acceptor concentration | activation factor at 20 µM | P05186 | purified TNAP, CDP-star luminescence, 1 M DEA, 30 min; active compounds read high; 0 = EDTA background, 1 = DMSO-only activity | 200,000 tested, under 10 active | AID 1136;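 active means activation factor at least 2 at 20 µM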
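system = human TNAP | amount = enzyme diluted 1/800 final | reagent = 100 µM CDP-star substrate | signal = luminescent substrate turnover signal | dosing = one dose, 20 µM | benchmarks = EDTA negative control, DMSO positive control | measure = activation factor | timing = 30 min reaction, room temperature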
FLuc inhib CS: counter-screen for luciferase assay inhibitors: firefly luciferase inhibition | ATPLite firefly luciferase biochemical luminescence, 10 min | inhibition, % at 10 µM | 1.5% of 200,000 active | P08659;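 active means inhibition above about 50% when tested at 10 µM, limit read from the data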
* = called active by the depositor.

How did Cn1c(=O)oc2cc(S(=O)(=O)N3CCCC(C(=O)NC4CCCc5ccccc54)C3)ccc21 (stereo not given) do in these assays?
RAM network inh: 3.1; TNAP inh no acc: 0; Lmaj promast: 3; FLuc stim CS: 1; APP 5UTR inh: 10; bIAP activator: 1.1; TNAP inh hi DEA: -11; bIAP inh: -6; TNAP act hi DEA: 1.1; FLuc inhib CS: -3

What do the screens show for `COc1cccc(=O)c2c(C)n(-c3cc(C)cc(C)c3)c(C)c12`?
RAM network inh: 4.2; TNAP inh no acc: -10; Lmaj promast: 3; FLuc stim CS: 1.1; APP 5UTR inh: -12; bIAP activator: 1; TNAP inh hi DEA: -7; bIAP inh: 4; TNAP act hi DEA: 1.1; FLuc inhib CS: -6

How did COc1ccc2[nH]c(=O)c(CN(C3CCCCC3)C(c3nnnn3Cc3ccco3)C(C)C)cc2c1 (stereo not given) do in these assays?
RAM network inh: 1.5; TNAP inh no acc: -9; Lmaj promast: 65*; FLuc stim CS: 1; APP 5UTR inh: -2; bIAP activator: 1; TNAP inh hi DEA: -7; bIAP inh: -1; TNAP act hi DEA: 1.1; FLuc inhib CS: -1

What do the screens show for `CC(C)CN(CC(C)C)S(=O)(=O)N1CCC(C(=O)NCc2cccnc2)CC1`?
RAM network inh: -0.9; TNAP inh no acc: -10; Lmaj promast: 23; FLuc stim CS: 1.1; APP 5UTR inh: -14; bIAP activator: 1.1; TNAP inh hi DEA: -2; bIAP inh: -7; TNAP act hi DEA: 1; FLuc inhib CS: -5

How did CC(=O)NCc1nc2ccccc2n1Cc1ccccc1F do in these assays?
RAM network inh: 1.3; TNAP inh no acc: -3; Lmaj promast: 1; FLuc stim CS: 1.1; APP 5UTR inh: -4; bIAP activator: 1; TNAP inh hi DEA: -2; bIAP inh: 2; TNAP act hi DEA: 1; FLuc inhib CS: -5

Results for O=C(O)CCCc1nc(-c2ccc(Cl)cc2)no1 ?
RAM network inh: -1.1; TNAP inh no acc: -17; Lmaj promast: 0; FLuc stim CS: 1; APP 5UTR inh: 5; bIAP activator: 0.9; TNAP inh hi DEA: -2; bIAP inh: 9; TNAP act hi DEA: 1; FLuc inhib CS: -5

How did Cc1ccc(-c2noc(CN(C(=O)c3cccs3)C(C)C)n2)cc1 do in these assays?
RAM network inh: 0.4; TNAP inh no acc: -9; Lmaj promast: 6; FLuc stim CS: 1.1; APP 5UTR inh: -16; bIAP activator: 0.8; TNAP inh hi DEA: -6; bIAP inh: 18; TNAP act hi DEA: 1.1; FLuc inhib CS: -9

Results for Cc1nc2ccc(S(=O)(=O)c3ccc4nc(C)[nH]c4c3)cc2[nH]1 ?
RAM network inh: 0.7; TNAP inh no acc: -26; Lmaj promast: -10; FLuc stim CS: 1; APP 5UTR inh: -23; bIAP activator: 1.2; TNAP inh hi DEA: -6; bIAP inh: -17; TNAP act hi DEA: 1.1; FLuc inhib CS: 0

What do the screens show for `CCOC(=O)N1CCC(NC(=O)c2ccc3c(c2)N(Cc2ccccc2)CCS3)CC1`?
RAM network inh: 2.8; TNAP inh no acc: -24; Lmaj promast: 6; FLuc stim CS: 1; APP 5UTR inh: 6; bIAP activator: 2.5*; TNAP inh hi DEA: -1; bIAP inh: -152; TNAP act hi DEA: 1; FLuc inhib CS: 2

What do the screens show for `Cc1ccc(S(=O)(=O)NCC(=O)OCC(=O)NCc2ccc(F)cc2)cc1`?
RAM network inh: 0.2; TNAP inh no acc: -5; Lmaj promast: 5; FLuc stim CS: 1.1; APP 5UTR inh: -3; bIAP activator: 1; TNAP inh hi DEA: -7; bIAP inh: -2; TNAP act hi DEA: 1.1; FLuc inhib CS: -6

What do the screens show for `O=[N+]([O-])c1cccc2c(N3CCCC3)ccnc12`?
RAM network inh: 0.7; TNAP inh no acc: 3; Lmaj promast: 88*; FLuc stim CS: 1; APP 5UTR inh: 8; bIAP activator: 0.8; TNAP inh hi DEA: 4; bIAP inh: 15; TNAP act hi DEA: 1; FLuc inhib CS: -1

What do the screens show for `COC(=O)c1cc2c(ccn2-c2ccc(F)cc2)n1C(C)C`?
RAM network inh: 2.1; TNAP inh no acc: 2; Lmaj promast: 0; FLuc stim CS: 1.1; APP 5UTR inh: 16; bIAP activator: 0.9; TNAP inh hi DEA: -2; bIAP inh: 7; TNAP act hi DEA: 1; FLuc inhib CS: -7

How did O=C(NCCc1ccc2c(c1)OCCO2)c1cccc(F)c1 do in these assays?
RAM network inh: 1.7; TNAP inh no acc: -10; Lmaj promast: 50; FLuc stim CS: 1; APP 5UTR inh: -24; bIAP activator: 1; TNAP inh hi DEA: -2; bIAP inh: -2; TNAP act hi DEA: 1; FLuc inhib CS: 5

How did CC(=S)/C=C1\Sc2ccccc2N1C do in these assays?
RAM network inh: -0.1; TNAP inh no acc: 0; Lmaj promast: 99*; FLuc stim CS: 1.1; APP 5UTR inh: -13; bIAP activator: 0.7; TNAP inh hi DEA: -4; bIAP inh: 30; TNAP act hi DEA: 1; FLuc inhib CS: -6

Results for NS(=O)(=O)c1ccc(NC(=O)CSc2ncn[nH]2)cc1 ?
RAM network inh: 4.3; TNAP inh no acc: -10; Lmaj promast: -9; FLuc stim CS: 1.1; APP 5UTR inh: -5; bIAP activator: 0.9; TNAP inh hi DEA: 4; bIAP inh: 10; TNAP act hi DEA: 1; FLuc inhib CS: -5

Results for COc1ccc(OCCn2cc(/C=N/NC(=O)c3ccncc3)c3ccccc32)cc1 ?
RAM network inh: 0.1; TNAP inh no acc: 4; Lmaj promast: 13; FLuc stim CS: 1.1; APP 5UTR inh: 3; bIAP activator: 1.5; TNAP inh hi DEA: -5; bIAP inh: -52; TNAP act hi DEA: 1; FLuc inhib CS: -6

What do the screens show for `O=C(NCc1ccco1)C1CCC(CNS(=O)(=O)c2cccc3cccnc23)CC1` (stereo not given)?
RAM network inh: 0.2; TNAP inh no acc: -7; Lmaj promast: 2; FLuc stim CS: 1.1; APP 5UTR inh: -7; bIAP activator: 1; TNAP inh hi DEA: -2; bIAP inh: 3; TNAP act hi DEA: 1; FLuc inhib CS: -5

What do the screens show for `CCC(C)NC(=O)C1CCN(S(=O)(=O)c2ccc(Br)s2)CC1` (stereo not given)?
RAM network inh: 0.8; TNAP inh no acc: -4; Lmaj promast: -4; FLuc stim CS: 1; APP 5UTR inh: 12; bIAP activator: 0.9; TNAP inh hi DEA: -1; bIAP inh: 8; TNAP act hi DEA: 1; FLuc inhib CS: -3

Results for NC(=O)c1ccc(OCC(F)(F)C(F)(F)C(F)(F)C(F)(F)C(F)(F)C(F)F)cc1 ?
RAM network inh: 3.4; TNAP inh no acc: -1; Lmaj promast: -4; FLuc stim CS: 1.1; APP 5UTR inh: -2; bIAP activator: 0.9; TNAP inh hi DEA: -6; bIAP inh: 12; TNAP act hi DEA: 1.1; FLuc inhib CS: -11

How did CCOC(=O)N1CCN(c2ncnc3c2cnn3-c2ccc(OC)cc2)CC1 do in these assays?
TNAP inh no acc: -6; Lmaj promast: 15; FLuc stim CS: 1; APP 5UTR inh: -4; bIAP activator: 1; TNAP inh hi DEA: 0; bIAP inh: 1; TNAP act hi DEA: 1; FLuc inhib CS: -2

What do the screens show for `O=C(Nc1ccc2oc(-c3ccccc3)nc2c1)c1ccncc1`?
RAM network inh: 1.7; TNAP inh no acc: -6; Lmaj promast: 11; FLuc stim CS: 1.1; APP 5UTR inh: -28; bIAP activator: 1; TNAP inh hi DEA: -4; bIAP inh: 2; TNAP act hi DEA: 1; FLuc inhib CS: -5

Results for COC(=O)c1ccc(/C=C/C(=O)c2ccc(OC)cc2)cc1 ?
RAM network inh: 2.2; TNAP inh no acc: -10; Lmaj promast: -4; FLuc stim CS: 1; APP 5UTR inh: -16; bIAP activator: 1; TNAP inh hi DEA: -5; bIAP inh: -4; TNAP act hi DEA: 1.1; FLuc inhib CS: 2

What do the screens show for `O=C(NCCc1ccccc1)c1ccc(CS(=O)(=O)c2ccc(Cl)cc2)o1`?
RAM network inh: 4.7; TNAP inh no acc: -9; Lmaj promast: 5; FLuc stim CS: 1.1; APP 5UTR inh: -15; bIAP activator: 0.9; TNAP inh hi DEA: 1; bIAP inh: 12; TNAP act hi DEA: 1; FLuc inhib CS: -6

Results for CCN(CC)c1ccc(Nc2nc(N3CCOCC3)c3ccccc3n2)cc1 ?
RAM network inh: 2.9; TNAP inh no acc: 2; Lmaj promast: 97*; FLuc stim CS: 1; APP 5UTR inh: 20; bIAP activator: 0.7; TNAP inh hi DEA: 0; bIAP inh: 32; TNAP act hi DEA: 1; FLuc inhib CS: 2

How did O=C1CCCCCCC1Sc1ccccc1[N+](=O)[O-] (stereo not given) do in these assays?
RAM network inh: 0.3; TNAP inh no acc: -3; Lmaj promast: -3; FLuc stim CS: 1; APP 5UTR inh: -27; bIAP activator: 0.9; TNAP inh hi DEA: 3; bIAP inh: 10; TNAP act hi DEA: 1; FLuc inhib CS: 0

What do the screens show for `CC(=C/c1ccccc1)/C=N/NC(=O)c1cnccn1`?
RAM network inh: -0.4; TNAP inh no acc: -8; Lmaj promast: 0; FLuc stim CS: 0.3; APP 5UTR inh: -65; bIAP activator: 0.9; TNAP inh hi DEA: -3; bIAP inh: 8; TNAP act hi DEA: 1; FLuc inhib CS: 74*

What do the screens show for `CC(=O)C1C(c2ccc(Cl)cc2)c2c(n[nH]c2C)CC1(C)O` (stereo not given)?
RAM network inh: -0.5; TNAP inh no acc: -22; Lmaj promast: 0; FLuc stim CS: 1; APP 5UTR inh: -25; bIAP activator: 1.1; TNAP inh hi DEA: -7; bIAP inh: -8; TNAP act hi DEA: 1.1; FLuc inhib CS: -2

How did CCS(=O)(=O)Nc1ccc(Cc2ccc(NS(=O)(=O)CC)cc2)cc1 do in these assays?
RAM network inh: 1.9; TNAP inh no acc: -16; Lmaj promast: -6; FLuc stim CS: 1; APP 5UTR inh: -6; bIAP activator: 0.9; TNAP inh hi DEA: 1; bIAP inh: 5; TNAP act hi DEA: 1; FLuc inhib CS: -1

What do the screens show for `COc1ccc(CCNC(=O)Cn2c(-c3nonc3N)nc3ccccc32)cc1OC`?
RAM network inh: 0.7; TNAP inh no acc: -2; Lmaj promast: 9; FLuc stim CS: 1.1; APP 5UTR inh: 3; bIAP activator: 1; TNAP inh hi DEA: -7; bIAP inh: 4; TNAP act hi DEA: 1.1; FLuc inhib CS: -9

What do the screens show for `CCOC(=O)c1nn(-c2cccc(Cl)c2)c(C)c1C(C)=O`?
RAM network inh: 3.0; TNAP inh no acc: -8; Lmaj promast: 1; FLuc stim CS: 1.1; APP 5UTR inh: -7; bIAP activator: 0.9; TNAP inh hi DEA: 0; bIAP inh: 8; TNAP act hi DEA: 1; FLuc inhib CS: -6

Outcome played no part in choosing rows; about 13% have a hit in one of these screens.
